GLS inh: blocks human kidney-isoform glutaminase activity. actives 0.21% (n = 410,000). Potency, µM (series often up to 45.5 µM), without a hit: at the top dose activity change, negative = inhibition, hits mostly inhibitors. AID 624170. GLS enzymatic activity, qHTS titration; further: potency means the concentration at half of the fitted maximal effect; on the % scale 0 is the no-effect control and ±100 the full control effect
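Coupled fluorescence readout: glutamate oxidase/HRP/Amplex Red detect glutamate formed by hKGA from L-glutamine (1 mM solution added). Buffer 45 mM KH2PO4 pH 8.2, 0.02% Tween-20; reads at t0 and 30 min RT.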
rTrxR1 inhibitor: inhibitors of rat thioredoxin reductase 1. O89049. recombinant rTrxR1, NADPH fluorescence consumption, selenite substrate. Potency, µM (series often up to 114 µM), for the others: top-dose activity change, negative = inhibition, most hits filed as inhibitors. actives 1% (n = 390,000); further: potency means the concentration at half of the fitted maximal effect; on the % scale 0 is the no-effect control and ±100 the full control effect; nearly all actives have a fitted effect of over 65% in size
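Rat TrxR1 (90 nM in the dispensed reagent) was pre-reduced with 400 uM NADPH for 5 min at room temperature, then incubated with compound for 15 min. After 400 uM selenite was added, NADPH fluorescence (Ex 340/Em 450 nm) was followed for 8 min.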
TrxR1 substrate: is turned over as a substrate by rat TrxR1 | O89049 | purified TrxR1 substrate turnover, NADPH consumption readout | Potency, µM (series often up to 114 µM), inactives show at the top dose activity change, negative = substrate turnover | actives 0.01% (n = 390,000) | AID 588456; further: potency means the concentration at half of the fitted maximal effect; on the % scale 0 is the no-effect control and ±100 the full control effect; nearly all actives have a fitted effect of over 50% in size
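Rat TrxR1, dispensed at 90 nM, was prereduced with 400 uM NADPH (final) for 5 min at ~22 deg C, then incubated with compound 15 min before 400 uM selenite. A first-read NADPH fluorescence drop versus no-compound background flagged substrates.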
USP1 inh: blocks the human USP1/UAF1 deubiquitinase complex; O94782; recombinant USP1/UAF1, Ub-Rhodamine cleavage fluorescence; Potency, µM (titrated, usually from 57.1 µM), without a hit: at the highest dose activity change, negative = inhibition, actives largely listed as inhibitors; actives 0.23% (n = 390,000); further: potency means the concentration at half of the fitted maximal effect; on the % scale 0 is the no-effect control and ±100 the full control effect; nearly all actives have a fitted effect of over 60% in size; inactives centre near -12
Target sequence (O94782 whole entry, looked up): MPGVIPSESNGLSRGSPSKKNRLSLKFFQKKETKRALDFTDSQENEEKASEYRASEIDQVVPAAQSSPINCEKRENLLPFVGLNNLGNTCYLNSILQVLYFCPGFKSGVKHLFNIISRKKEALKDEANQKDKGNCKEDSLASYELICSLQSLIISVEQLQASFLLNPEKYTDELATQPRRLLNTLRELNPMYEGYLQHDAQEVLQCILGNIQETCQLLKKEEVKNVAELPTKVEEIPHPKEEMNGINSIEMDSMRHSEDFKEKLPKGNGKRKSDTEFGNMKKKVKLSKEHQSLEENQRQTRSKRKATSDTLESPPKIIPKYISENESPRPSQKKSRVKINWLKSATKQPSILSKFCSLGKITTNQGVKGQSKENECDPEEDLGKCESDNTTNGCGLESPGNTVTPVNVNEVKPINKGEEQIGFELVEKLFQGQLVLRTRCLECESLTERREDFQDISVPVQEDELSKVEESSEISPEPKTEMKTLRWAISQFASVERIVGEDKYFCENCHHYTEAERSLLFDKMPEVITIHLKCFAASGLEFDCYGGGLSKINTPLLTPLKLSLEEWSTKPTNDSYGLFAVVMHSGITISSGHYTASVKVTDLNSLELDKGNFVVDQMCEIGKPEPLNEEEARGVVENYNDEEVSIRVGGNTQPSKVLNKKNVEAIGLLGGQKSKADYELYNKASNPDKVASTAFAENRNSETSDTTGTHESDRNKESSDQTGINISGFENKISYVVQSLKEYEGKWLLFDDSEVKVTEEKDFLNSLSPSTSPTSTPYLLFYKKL
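USP1/UAF1 complex at 1 nM was preincubated with compound for 15 min at room temperature, then Ub-Rho substrate (150nM final) was added. Fluorescence (480/540 nm) was read kinetically, 6 reads every 60 seconds.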
Pin1 inhibitor: blocks the human prolyl isomerase Pin1; Pin1 FP peptide displacement, HiFluor488, 10 min; Potency, µM (doses to about 115 µM), for inactives: at the highest dose activity, negative = inhibition, actives largely listed as inhibitors; actives 0.009% (n = 390,000); AID 504891; active means well fitted inhibition curve with a large enough effect in the polarisation, with a control signal flat, not every such curve was filed as active; inconclusive means small, poorly fitted or top-dose-only effect, or effect the other way, or a change in a side signal; inactive means no such curve, though single readings can be large or run the other way; the % refers to the polarisation; further: potency means the concentration at half of the fitted maximal effect; on the % scale 0 is the no-effect control and ±100 the full control effect
Target sequence (Q13526 whole entry, looked up): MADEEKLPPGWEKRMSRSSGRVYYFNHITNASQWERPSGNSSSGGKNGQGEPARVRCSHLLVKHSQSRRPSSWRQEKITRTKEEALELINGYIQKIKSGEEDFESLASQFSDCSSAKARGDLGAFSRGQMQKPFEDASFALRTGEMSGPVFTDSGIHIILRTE
Tb PGK inh: T. brucei PGK inhibition; AID 602233; actives 0.043% (n = 380,000); P07378; Potency, µM (series often up to 57.5 µM), for the others: at the top dose activity change, negative = inhibition, hits mostly inhibitors; PGK/GAPDH coupled, Kinase-Glo luminescence, 60 min; further: potency means the concentration at half of the fitted maximal effect; on the % scale 0 is the no-effect control and ±100 the full control effect; nearly all actives have a fitted effect of over 60% in size
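Luminescent ATP detection (Kinase-Glo Plus) follows a 60-minute room-temperature incubation, with wells lacking PGK as controls. Buffer: 100 mM TEA (pH 7.6), 5 mM MgCl2, 0.01% Tween-20. Coupling enzyme GAPDH (100 nM final) supplies unstable 1,3-BPG in-well.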
HP1b binding inh: blocks HP1-beta chromodomain binding to methylated histone tails. P83916. AlphaScreen HP1-beta / biotin-H3K9me3 peptide binding. Potency, µM (top dose mostly 114 µM), for the others: at the top dose activity change, negative = inhibition, actives largely listed as inhibitors. actives 0.56% (n = 390,000). AID 540317; further: potency means the concentration at half of the fitted maximal effect; nearly all actives have a fitted effect of over 70% in size; inactives centre near 23
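HP1-beta protein (50 nM final) preincubated 30 min at room temperature with biotinylated H3(1-18)K9me3 peptide (50 nM) in PBS pH 7.4, 0.01% Tween-20, then compound added for 30 min. AlphaScreen streptavidin donor/nickel chelate acceptor beads (10 ug/mL final), 30 min dark, luminescence read.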
PI4K2A block: inhibitors of human PI4K2A. purified PI4K2A, ADP-Glo luminescence, 1 h; hits give low values. Q9BTU6. actives 0.13% (n = 420,000). activity change, negative = inhibition, % at 76.9 µM; in the data active means activity change below about -50%; inconclusive means mostly about -30% to -49%;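 further: -100% = wells without enzyme as full effect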
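In this quantitative HTS, ADP production by PI4K2A was quantified luminescently after 1 h at ambient temperature; 100 microM adenosine served as plate-quality control.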
mIDH1 inhibitor: human IDH1 R132H inhibition; IDH1-R132H enzyme, NADPH consumption, diaphorase/resazurin fluorescence; Potency, µM (series often up to 76.6 µM), without a hit: at the highest dose activity change, negative = inhibition, actives largely listed as inhibitors; actives 0.093% (n = 390,000); further: potency means the concentration at half of the fitted maximal effect; on the % scale 0 is the no-effect control and ±100 the full control effect; nearly all actives have a fitted effect of over 65% in size
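IDH1-R132H (0.5 ug/mL dispensed) in pH 7.5 Tris buffer was preincubated 30 min with compound, then given a substrate mix of 0.016 mM NADPH and 2 mM alpha-KG for 80 min at room temperature; remaining NADPH was read by diaphorase/resazurin fluorescence.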
* marks the source's active call; other numbers are inactive results; i = inactive; ? = inconclusive; . = no result given; [ ] = remark or other dose. Unless noted, the call rests on the fitted dose curve; in most records, active means well fitted curve in the direction sought with a large enough effect; inconclusive means small, poorly fitted or top-dose-only effect, or another doubt; inactive means no such curve, though single readings can be large; an effect the other way counts as inactive or inconclusive. Some of the compounds tested; count on the stated rates, not on these rows.

SMILES	GLS inh	rTrxR1 inhibitor	TrxR1 substrate	USP1 inh	Pin1 inhibitor	Tb PGK inh	HP1b binding inh	PI4K2A block	mIDH1 inhibitor
CCOc1ccc(S(=O)(=O)NCc2ccccn2)c(C)c1C	-7.7%	19.4%	0.7%	?	-3.1%	i	26.8%	9.5	6.1%
CNC(=S)N(C)/N=C1/C(=O)N(Cc2c(Cl)cccc2Cl)c2ccccc21	5.1%	-10.4%	-6.5%	-12.3%	-2.4%	0.2%	-49.0%	23.1	5.3%
COc1ccc(Br)cc1C(=O)Nc1ccccc1N1CCN(C(=O)c2ccccc2)CC1	0.0%	53.5%[activator][57.1 µM]	24.1%[57.1 µM]	-21.7%	26.2%	-0.3%	-3.2%	-2.1	-5.5%
COc1ccc(CNC(=O)CCc2cn(Cc3cc(C)ccc3C)c3ccccc23)cc1OC	-3.5%	10.0%	-7.9%	-22.3%	2.6%	3.8%	22.6%	1.0	-5.5%
O=C(Nc1cccc([N+](=O)[O-])c1)N1CCN(c2ccccc2)CC1	20.7%	0.3%	0.4%	-9.2%	-1.6%	-5.5%	2.8%	5.5	15.2%
Cc1cccc2c1CC(C)(C)N=C2C1=C(O)CCCC1=O	7.7%	-14.9%	5.0%[57.1 µM]	-9.5%	3.3%	i	25.8%	-0.2	0.2%
Cn1c(CNC(=O)C2CCCCC2)cc2cc(Cl)ccc21	-6.5%	14.8%[57.1 µM]	8.1%[57.1 µM]	-18.2%	2.1%	-1.1%	37.9%[activator]	0.4	5.0%
O=C(Nc1c2c(nn1-c1ccccc1)CS(=O)C2)c1ccc(S(=O)(=O)N2CCOCC2)cc1 (centres undefined)	-1.2%	13.5%	7.7%	-9.2%	8.7%	-3.9%	58.4%[activator]	-7.1	10.6%
Clc1ccc(C2CC(c3cccs3)n3ncnc3N2)c(Cl)c1 (centres undefined)	0.2%	13.2%[57.1 µM]	-1.2%[57.1 µM]	-9.5%	-11.9%	-3.7%	49.6%[activator]	-3.9	-11.6%
Cc1cccc(-n2nc(C(=O)c3ccco3)cc(-c3nc4ccccc4[nH]3)c2=N)c1	0.1%	-16.4%	-10.4%	0.3%	4.5%	4.6%	8.5%	-0.5	-2.1%
CCCn1c(NCc2cccs2)nc2ccccc21	19.2%	10.8%[11.4 µM]	-4.6%[11.4 µM]	-5.6%	-10.1%	-1.3%	45.5%[activator]	0.2	3.0%
O=C(/C=C/c1ccc2c(c1)OCO2)c1ccc[nH]1	1.5%	-13.1%[57.1 µM]	-1.8%[57.1 µM]	3.7%	-2.5%	-1.3%	17.0%	-10.0	3.2%
Cc1ccc(NC(=O)CN2CCN(Cc3ccccc3)CC2)c(Br)c1	-4.4%	16.5%	-1.1%	-19.7%	-0.7%	-9.7%	?	12.1	0.0%
CCOC(=O)c1c(NC(=O)CN2CCN(c3cccc(Cl)c3)CC2)sc(C)c1C	0.5%	5.3%	12.9%	?	-1.6%	-6.7%	43.5%[activator]	10.4	-0.5%
COc1ccc(NC(=O)C2Cc3ccccc3CN2C(=O)c2ccco2)cc1 (centres undefined)	-14.2%	-8.8%[57.1 µM]	15.5%[0.0914 µM]	-5.8%	3.8%	-0.3%	18.6%	-1.7	0.4%
O=C(NCc1ccco1)C(=O)NCC1OCCCN1S(=O)(=O)c1ccccc1 (centres undefined)	3.5%	8.3%	5.6%	-15.4%	-2.8%	5.2%	18.0%	0.6	0.5%
COc1ccc(-c2cc(C(F)F)n3ncc(C(=O)N4CCSCC4)c3n2)cc1	-0.1%	19.1%	20.1%	-10.3%	0.4%	-7.8%	39.4%[activator]	5.0	10.1%
COc1cc(/C=c2\sc3nc(=O)c(-c4ccccc4)nn3c2=O)ccc1OCCC(C)C	3.8%	14.8%	1.2%	-17.3%	?	-1.4%	30.7%	1.5	4.5%
CCCCCc1nn2cc(-c3ccccc3)nc2s1	1.9%	15.2%	-0.2%	-8.3%	?	-1.0%	20.8%	-18.8	28.3%
O=C1Nc2ccccc2N(O)N1c1cc(-c2ccccc2Cl)no1	5.0%	8.5%[57.1 µM]	1.1%[57.1 µM]	-14.0%	-2.5%	0.8%	47.7%[activator]	-2.3	-6.0%
O=C(Nc1nccs1)C1CCCN1S(=O)(=O)c1cccc2cccnc12 (centres undefined)	9.0%	22.5%	-2.4%	-4.2%	-8.0%	-11.0%	3.5%	0.9	-4.6%
O=C(NCCc1ccc(F)cc1)c1ccc2c(=O)n3c(nc2c1)CCC3	-5.6%	-7.6%	-8.0%	-20.7%	-2.7%	i	25.3%	-7.8	10.8%
COC(=O)C1=C(C)N(Cc2ccc(C)cc2)C(=O)/C1=C\c1ccc(O)c(OC)c1	6.8%	?	-15.5%	-7.8%	8.4%	2.4%	22.4µM*	-1.8	0.6%
O=C(CSc1nc2[nH]ncc2c(=O)[nH]1)N1CCCC1	3.9%	-6.4%	1.0%	-16.4%	0.4%	11.1%	33.6%[activator]	-2.0	1.6%

An excerpt of these results, with values ahead of the structure:
GLS inh	rTrxR1 inhibitor	TrxR1 substrate	USP1 inh	Pin1 inhibitor	Tb PGK inh	HP1b binding inh	PI4K2A block	mIDH1 inhibitor	compound
3.8%	14.8%	1.2%	-17.3%	?	-1.4%	30.7%	1.5	4.5%	COc1cc(/C=c2\sc3nc(=O)c(-c4ccccc4)nn3c2=O)ccc1OCCC(C)C
1.9%	15.2%	-0.2%	-8.3%	?	-1.0%	20.8%	-18.8	28.3%	CCCCCc1nn2cc(-c3ccccc3)nc2s1

Next results
SMILES	GLS inh	rTrxR1 inhibitor	TrxR1 substrate	USP1 inh	Pin1 inhibitor	Tb PGK inh	HP1b binding inh	PI4K2A block	mIDH1 inhibitor
Oc1c(Br)cc(Br)cc1C=NCc1ccccc1	1.4%	12.4%	3.6%	?	6.3%	-4.4%	32.2%	?	-5.4%
COc1ccccc1NC(=O)C1=C(C)Nc2nc(SCc3ccccc3)nn2C1c1cccs1 (centres undefined)	8.1%	27.2%[2.29 µM]	-4.5%	-21.7%	42.1%[activator]	-7.5%	25.7%	-4.4	-0.4%
COc1cc(C(=O)NC(=S)Nc2ccccc2[N+](=O)[O-])cc(OC)c1OC	71.1%[activator]	-11.8%	-6.4%	-23.0%	12.7%	.	?	1.0	6.9%
Cc1ccc(C(=O)c2c(C)oc3c2C(=O)C(=O)c2ccccc2-3)cc1	0.0%	22.2%[57.1 µM]	?	14.1µM*	-4.8%	-16.6%	17.8µM*	-63.4*	12.2%
CN(C)S(=O)(=O)c1cccc(C(=O)NCCOC(=O)c2cc(F)c(F)cc2Cl)c1	-20.1%	21.1%	-1.2%	1.3%	2.3%	i	7.4%	3.0	-5.5%
Cc1nc(SCC(=O)NCc2ccc3c(c2)OCO3)nc(C)c1C	-0.3%	21.7%	-0.2%	-10.4%	6.0%	i	-4.1%	-0.6	-0.1%
COc1ccc(N/C=C/C(=O)c2ccc(Cl)cc2)cc1	5.3%	13.1%	-1.6%	0.8%	?	3.7%	31.3%	-1.0	-4.7%
Cc1ccc(C(=O)Oc2ccc(N3C(=O)CCC3=O)c(C)c2)cc1	16.4%	-0.3%	0.4%	-3.6%	-0.8%	10.4%	34.3%	-4.3	-8.2%
O=C(c1ccccc1)N1CCN(C(=O)c2cccnc2)CC1	0.9%	16.8%	-4.3%	7.4%	-1.0%	-1.5%	20.1%	-3.5	7.2%
Cc1cc(C(F)(F)F)n2nc(-c3cnn(C)c3C(F)(F)F)cc2n1	-0.1%	2.4%	-3.1%[57.1 µM]	-18.0%	7.1%	1.4%	23.5%	5.0	-7.3%
Cc1ccc(NC(=O)/C(C#N)=C\c2ccc(Cl)cc2Cl)cc1C	-0.3%	3.6%	-3.4%	-10.0%	18.4%	8.6%	-4.5%	2.4	-5.1%
O=C(NC1CC1)C1=C[C@@H](c2ccccc2)C[C@@H](OCCCCO)O1	3.0%	?	-0.2%	2.8%	-0.6%	2.9%	-2.4%	-1.8	8.8%
Cc1ccc[n+](CC(=O)c2ccc(Br)cc2)c1	-7.4%	-13.5%	-12.0%	-12.8%	-11.1%	-3.8%	38.0%	-4.0	4.0%
CC(=O)Nc1ccc(Nc2ncnc3c2cnn3-c2ccccc2)cc1	-0.5%	-27.7%[57.1 µM]	50.7%[activator][57.1 µM]	-2.8%	14.5%	-5.3%	37.8%	-0.6	0.8%
CN(C1CCCCC1)S(=O)(=O)c1cccc(C#N)c1	-11.4%	15.9%[11.4 µM]	6.4%[11.4 µM]	-5.2%	5.0%	0.4%	-20.3%	3.1	19.2%
CN(CC(=O)Nc1ccc(F)c(F)c1F)C(=O)CN1C(=O)C2CCCCC2C1=O (centres undefined)	1.3%	5.6%	1.2%	-21.5%	-0.6%	-9.7%	15.1%	-1.2	10.7%
Cn1c2ccccc2c2c(C(=O)N3CCN(c4cccc(Cl)c4)CC3)cn(C3CCCCC3)c(=O)c21	-2.3%	21.4%	13.4%	-13.2%	?	-10.2%	21.8%	0.2	-7.7%
Cc1cc[n+](-c2[nH]c(=O)sc2/C=N/N=C(\[O-])c2ccncc2)cc1C	2.4%	-3.0%	-19.4%	-14.6%	?	-6.8%	36.9%	3.5	-11.6%
CCOc1ccc(C(C)NC(=S)NCc2ccc(Cl)cc2)cc1 (centres undefined)	-6.4%	5.8%	-2.4%	-19.5%	9.2%	-3.0%	32.8%[activator]	2.9	-3.1%
COC(=O)c1ccc(COC(=O)C2CCN(S(=O)(=O)c3ccccc3C(=O)OC)CC2)cc1	-7.5%	6.0%	-3.7%	-11.3%	5.4%	0.5%	24.4%	1.7	8.2%

Assay outcomes (PubChem)
